FBPA Giardia inh: blocks Giardia fructose-bisphosphate aldolase activity. 290,000 compounds, 0.71% hits. purified Giardia FBPA. A8B2U2. AID 2451. Potency, µM (top dose mostly 59.6 µM), without a hit: at the highest dose activity, negative = inhibition, most hits filed as inhibitors; also: potency is read from the fitted curve at half-maximal effect; % is scaled to controls: 0 for no effect and ±100 for the full control effect; nearly all actives have a fitted effect of over 55% in size
Target sequence (A8B2U2 whole entry, looked up): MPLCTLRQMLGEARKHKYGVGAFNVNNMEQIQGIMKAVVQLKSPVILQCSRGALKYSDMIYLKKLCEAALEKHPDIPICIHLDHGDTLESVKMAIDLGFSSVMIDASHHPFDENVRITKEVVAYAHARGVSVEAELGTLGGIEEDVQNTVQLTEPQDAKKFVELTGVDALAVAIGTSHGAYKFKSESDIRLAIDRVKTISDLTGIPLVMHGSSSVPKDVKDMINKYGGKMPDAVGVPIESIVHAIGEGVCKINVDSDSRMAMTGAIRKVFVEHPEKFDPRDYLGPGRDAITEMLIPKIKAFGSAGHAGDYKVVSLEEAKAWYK
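Giardia FBPA (40 nM reagent) was preincubated 10 min at RT with compound (up to 57.5 uM final), then substrate plus GAPDH/TPI/NAD/arsenate coupling system with diaphorase/resazurin was added; resorufin fluorescence (525/598 nm) was read after 20 min.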
Shiga toxin inh: Shiga toxin inhibition; Vero cells, Shiga toxin protein synthesis inhibition reporter; 290,000 compounds, 9.2% hits; AID 2315; inhibition, % at 38.7 µM; in the data active = inhibition mostly above about 28%, no sharp cut-off; inactive = mostly below about 43%; also: 0% is about no effect
HCMV inh: inhibitors of human cytomegalovirus; HFF cells, HCMV-luciferase reporter, 72 h; hits give low values; activity change, negative = inhibition, % at 57.5 µM; 410,000 compounds, 4.5% hits; in the data active = activity change below about -60%; inconclusive = no clear call, values can overlap the other calls; inactive = above about -39%; also: % is scaled to controls: 0 for no effect and ±100 for the full control effect
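HFF cells seeded 16 h at 37C, treated with compounds, infected with luciferase-reporter HCMV at MOI 1 PFU/cell; luciferase read at 72 h post infection, normalized to buffer-only and Salinomycin controls.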
Cycloheximide cs: counter-screen for Shiga toxin inhibitors: cycloheximide protein synthesis inhibition; cell reporter, cycloheximide protein synthesis inhibition counterscreen; 300,000 compounds, 12% hits; AID 2314; max response, %; in the data active = max response mostly above about 13%, no sharp cut-off; inactive = mostly below about 14%; also: read at 38.3 µM for the half of the compounds with a filed dose; 0% is about no effect
AmpC inh detg: blocks E. coli AmpC beta-lactamase in detergent assay; AmpC hydrolysis of nitrocefin, absorbance 480 nm, 0.01% Triton; Potency, µM (series often up to 114 µM), without a hit: at the top dose activity change, negative = inhibition, hits mostly inhibitors; 370,000 compounds, 0.041% hits;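 also: potency is read from the fitted curve at half-maximal effect; 0% = no-compound wells and -100% = no-enzyme wells; nearly all actives have a fitted effect of over 25% in size; some results filed as inactive show a strong effect at the top dose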
Target sequence (P00811 whole entry, looked up): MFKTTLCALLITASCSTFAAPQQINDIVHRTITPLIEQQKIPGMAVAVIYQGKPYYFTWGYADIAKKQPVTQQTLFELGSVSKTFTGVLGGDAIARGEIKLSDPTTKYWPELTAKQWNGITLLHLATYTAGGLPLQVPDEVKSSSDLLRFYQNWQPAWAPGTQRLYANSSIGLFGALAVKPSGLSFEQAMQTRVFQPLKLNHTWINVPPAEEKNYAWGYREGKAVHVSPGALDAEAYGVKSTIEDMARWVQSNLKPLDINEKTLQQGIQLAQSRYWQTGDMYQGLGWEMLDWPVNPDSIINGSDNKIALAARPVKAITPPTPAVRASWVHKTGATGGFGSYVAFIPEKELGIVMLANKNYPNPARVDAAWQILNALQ
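20 mM phosphate pH 7.0 + 0.01% (detergent screen) or 0.0001% Triton X-100; 5.3 nM AmpC reagent; cpd preinc 15 min RT; nitrocefin (800 uM stock) to start; A480 q20 s × 4 min; Activity was normalised to no-enzyme and no-compound control wells.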
AMA1-RON2 inh: disrupts binding of P. falciparum AMA1 to RON2; Potency, µM (highest dose often 58.2 µM), inactives show at the highest dose activity change, negative = inhibition, actives largely listed as inhibitors; 360,000 compounds, 0.2% hits; AlphaScreen AMA1-biotinylated RON2 peptide binding;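 also: potency is read from the fitted curve at half-maximal effect; 0% = vehicle wells and -100% = peptide control; nearly all actives have a fitted effect of over 45% in size; some results filed as inactive show a strong effect at the top dose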
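AMA1 (3D7) with his tag at 25 nM final met compounds first, then biotinylated RON2 peptide at 25 nM; detection used donor plus acceptor beads, 10 µg/mL apiece, read by AlphaScreen after 30 min at room temperature.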
AmpC inh no detg: inhibitors of E. coli AmpC beta-lactamase without detergent. P00811. AmpC nitrocefin hydrolysis, absorbance 480 nm, 0.0001% Triton. Potency, µM (series often up to 57.1 µM), for inactives: top-dose activity change, negative = inhibition, usual class: inhibitors. 330,000 compounds, 0.52% hits;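 also: potency is read from the fitted curve at half-maximal effect; plate controls were no compound for no effect and no enzyme for full effect; nearly all actives have a fitted effect of over 20% in size; some results filed as inactive show a strong effect at the top dose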
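AmpC (5.3 nM in the dispensed reagent) in 20 mM phosphate pH 7.0 with 0.01% (detergent screen) or 0.0001% Triton X-100 was preincubated with compounds for 15 min at room temperature. Nitrocefin was then added from an 800 uM solution, and hydrolysis was followed at 480 nm.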
Starred values were filed as active, the others as inactive; ? = inconclusive; . = no result given; & = joins results of further samples; [ ] = another dose, or the depositor's remark. Unless noted, calls follow the shape of the dose curve; as a rule, active = well fitted curve in the direction sought with a large enough effect; inconclusive = small, poorly fitted or top-dose-only effect, or another doubt; inactive = no such curve, though single readings can be large; an effect the other way counts as inactive or inconclusive.

Below each SMILES: FBPA Giardia inh | Shiga toxin inh | HCMV inh | Cycloheximide cs | AmpC inh detg | AMA1-RON2 inh | AmpC inh no detg
1. O=C(CN1CCN(Cc2ccc(F)cc2Cl)C1=O)NCCCN1CCOCC1
    -0.7% | -3.0 | 3.8 | 0.2 | ? | 3.0% | 0.7%
2. Cc1ccc(NC(=O)C2C3C=CC4(O3)C2C(=O)N(CCCN2CCCCC2)C4C(=O)NC2CCCCC2)cc1Cl (stereo unspecified)
    11.9% | -7.0 | -32.6 | -2.3 | -11.9% | 0.9% | 19.7%
3. Cc1ccc(NC(=S)NC(NC(=O)N(C)C)C(Cl)(Cl)Cl)cc1 (stereo unspecified)
    -0.5% | 11.4 | -0.2 | -1.6 | -6.0% | 13.4% | -34.9%
4. O=C(N/N=C/c1cc(Cl)c(O)c(Cl)c1)c1cc2c(ccc3ccccc32)o1
    -13.4% | 158.4 | ? | 36.9* | -11.0% | -16.5% | ?
5. O=S(=O)(Nc1ncccn1)c1ccc(NC(=S)N2CCN(Cc3ccc(F)cc3Cl)CC2)cc1
    -15.2% | 14.4 | -34.7 | -4.5 | -0.7% | 29.0% | -59.1%
6. CC1=C(C(=O)Nc2ccccc2C)C(c2cccnc2)n2nc(CCCO)nc2N1 (stereo unspecified)
    1.3% | -11.3 | 30.6 | -2.0 | -1.3% | -3.1% | -16.0%
7. CC(C)C(C)NC(=O)COC(=O)C1CCN(S(=O)(=O)c2ccc3c(c2)OCCO3)CC1 (stereo unspecified)
    . | . | -12.3 | . | ? | 5.9% | 28.1%
8. CCOCCCNC(=S)N1CCCN(c2nc3cc(C)c(C)cc3cc2C#N)CC1
    -23.2% | 28.6 | ? | 1.4 | 12.0% | 42.5%[activator] | 226.6%[activator]
9. C/C(CC(=O)Nc1cccc(F)c1)=N\NC(=O)C(=O)NC1CCCCC1
    -9.7% | -4.9 | ? | 12.1* | ? | 75.9%[activator] | -30.4%
10. COc1ccc(N2C(=O)C(CC(=O)Nc3ccccc3)N(Cc3ccccn3)C2=S)cc1 (stereo unspecified)
    -14.4% | -8.8 | 32.5 | -7.7 | ? | 23.3% | 88.6%[activator]
11. Cc1nc2scc(-c3ccc(Cl)cc3)c2c(=O)o1
    4.3% | -8.9 | 75.3 | -4.8 | ? | -1.7% | -32.8%
12. C=CC[C@H](CC(=O)OC(C)(C)C)C(=O)OC[C@@H]1CCCN1C(=O)[C@H](CC=C)CC(=O)N[C@H](CO)Cc1ccccc1
    . | . | -18.0 | . | . | 8.6% | 273.0%[activator]
13. CCN(Cc1nc2ccccc2c(=O)[nH]1)Cc1cc(=O)oc2cc(OC)ccc12
    -26.6% | -46.8 | 11.5 | -5.2 | -4.3% | 30.3%[activator] | -22.7%
14. C#CCOCCOCCOCCNc1nc(N2CCN(C(=O)CCCCCCCCCCNC(=O)[C@H](CCCCN)n3cc(CCCC(=O)O)nn3)CC2)nc(N2CCN(C(=O)CCCCCCCCCCNC(=O)[C@H](CCCN=C(N)N)n3cc(C[C@@H](C)CC)nn3)CC2)n1
    . | . | . | . | ? | -22.4% | 321.8%[activator]
15. O=[N+]([O-])c1ccc(C2[C@H]3C(c4ccccc4)=NC4(CCCC4)N23)cc1 (stereo partly specified)
    3.0% | -7.3 | -8.5 | -4.5 | -1.3% | 0.0% | -19.4%
16. Cn1c(C(=O)NCCN2CCN(Cc3ccccc3)CC2)cc2c(=O)n(C)c3ccccc3c21
    -5.7% | -4.7 | 18.3 | -1.0 | -4.5% | -0.7% | 21.3%
17. CC(C)CNC1=CC(=O)CC(c2ccco2)C1 (stereo unspecified)
    ? | -13.3 | 16.4 | 5.9 | ? | 0.0% | -27.2%
18. O=C(COC(=O)C1CCN(S(=O)(=O)c2ccc3c(c2)OCCO3)CC1)NC1CCCCC1
    . | . | -10.8 | . | -2.0% | -0.5% | 58.7%
19. Cc1cccc(NC(=O)CNC(=O)c2ccc3c(c2)OCO3)n1
    . | . | -7.6 | . | -12.3% | 0.0% | -16.1%
20. COc1cc(N(C)C)c([N+](=O)[O-])cc1C(=O)NC(C)CNc1ccc([N+](=O)[O-])cc1Cl (stereo unspecified)
    -5.1% | -8.7 | -37.5 | 2.3 | ? | 5.7% | 0.4%
21. CNC(=O)c1ccccc1NC(=O)c1ccc(C)c(S(=O)(=O)N2CCCCC2)c1
    0.6% | -4.0 | 2.5 | -3.1 | -15.0% | 4.5% | 2.7%
22. CCN(CC)c1ccc(NC(=O)Cn2nnc(-c3cccc(OC)c3OC)n2)c(C)c1
    5.3% | 3.3 | 20.0 | -0.3 | 11.3% | -2.3% | -9.8%
23. COc1cc(NC(=O)CSc2nc(=O)n(CCCN3CCOCC3)c3c2CCC3)cc(OC)c1
    . | . | 10.2 | . | 0.0% | 13.1% | 187.8%[activator]
24. CC1CC(NC(=O)Cc2ccc(Br)cc2)CC(C)(C)C1 (stereo unspecified)
    -2.3% | -4.9 | -19.0 | -1.3 | 1.0% | 10.5% | -17.6%
25. Cc1cc(Cl)c2ccc(Cl)cc2n1
    -5.7% | -7.9 | -14.3 | 0.9 | 7.2% | 0.8% | -16.7%
26. O=C(CCCCO)c1ccc(O)c(Cl)c1
    . | . | 8.6 | . | 2.4% | 1.6% | -19.0%
27. CS(=O)(=O)N1CCN(C(=S)NCc2ccc(F)cc2)CC1
    1.9% | -5.0 | -14.6 | -4.5 | ? | -3.6% | -21.1%
28. CN(CC(=O)Nc1ccccc1Br)C(=O)Cn1[nH]c(=O)c2ccccc2c1=O
    . | . | 17.9 | . | 4.6% | 0.0% | -14.5%
29. NC(=O)c1c(NC(=O)C(=O)N2CCOCC2)sc2c1CCC2
    12.2% | 11.6 | -5.5 | -2.4 | 0.2% | 103.0%[activator] | 10.2%
30. O=C(NC1=NCCS1)c1ccccc1Cl
    6.6% | 15.1 | 76.3 | 8.2* | ? | 0.0% | -22.7%
31. O=C(c1ccc(COc2ccc(Cl)cc2)o1)N1CCN(Cc2ccc3c(c2)OCO3)CC1
    0.0% | -10.9 | -32.7 | 1.5 | 0.3% | -29.0% | 108.8%[activator]
32. Oc1cc(-c2cccnc2)cc2cccnc12
    . | . | -93.9* | . | -7.4%&5.7% | . | -15.0%&-9.1%
33. CC(OC(=O)C1CCN(c2ccc(C(F)(F)F)cn2)CC1)C(=O)Nc1cccc([N+](=O)[O-])c1 (stereo unspecified)
    . | . | -25.5 | . | -14.4% | -21.5% | -3.6%
34. O=C(Nc1ccc(Cl)cc1)c1ccc2ncsc2c1
    10.8% | 122.5* | . | 46.2* | ? | 0.0% | -24.4%
35. Cc1cc(C)n(-c2cccc3cccnc23)n1
    -0.3% | -6.1 | 143.6 | -1.1 | -8.9% | -9.4% | -1.6%
36. COc1ccccc1CNS(=O)(=O)c1ccc(S(=O)(=O)NC2CC2)cc1
    2.8% | -4.6 | ? | -2.2 | 4.4% | -2.7% | -9.4%
37. Cn1nc(C(C)(C)C)c([N+](=O)[O-])c1C(=O)Nc1cccc2ccccc12
    -9.3% | -4.0 | ? | -1.7 | -1.5% | -3.4% | -33.0%
38. O=C(NCC(c1ccco1)N1CCCCC1)c1cnc(Cl)c(Cl)c1 (stereo unspecified)
    . | . | -5.6 | . | . | -10.8% | -15.8%
39. CC(=O)c1c(C)nc(-c2ccc(Cl)cc2)nc1N=CN(C)C
    ? | 70.3* | 171.4 | 45.7* | -3.9% | -1.7% | 1.3%
40. CC1(C)CC2(CCCN3C(=O)CSC32)CCS1 (stereo unspecified)
    -1.3% | -17.0 | 7.9 | -3.1 | -11.3% | -4.4% | -11.3%
41. Cc1ccc(OCCOCCn2cnc3ccccc3c2=O)c([N+](=O)[O-])c1
    -3.4% | -4.4 | 23.2 | 1.1 | 1.1% | -10.3% | 2.3%
42. Cc1cccc(N2C(=O)N(c3ccccc3C)C3CS(=O)(=O)CC32)c1 (stereo unspecified)
    15.3% | 12.2 | -17.1 | 2.4 | 2.1% | -2.1% | .
43. COc1ccc(S(=O)(=O)N2CCC(C(=O)NCc3cccnc3)CC2)cc1Cl
    6.0% | 3.0 | ? | -0.9 | -7.8% | -15.6% | 11.0%
44. O=C(CN1C(=O)/C(=C/c2ccc(Cl)cc2)SC1=S)NC1C=CS(=O)(=O)C1 (stereo unspecified)
    -2.3% | -3.9 | -30.6 | 9.3 | -0.5% | 0.0% | -3.0%
45. Cc1cc(=O)n(-c2ccc(Cl)cc2)c(=O)[nH]1
    6.2% | 29.0 | -37.2 | 7.4 | 5.8% | -8.2% | -21.2%
46. Cc1nn(Cc2c(F)c(F)c(F)c(F)c2F)c(C)c1NC(=O)c1c([N+](=O)[O-])cnn1C
    -0.2% | -15.6 | ? | -5.2 | -7.6% | 2.0% | 2.5%
47. Cc1ccccc1NC(=O)CC1SC(=O)N(c2ccccc2)C1=O (stereo unspecified)
    -11.3% | 64.1* | 17.1 | 46.8* | 2.6% | 73.5%[activator] | -22.4%
48. CCc1cccc(NC(=S)Nc2cccc3ccccc23)c1
    -6.7% | 73.0 | -5.5 | 46.5* | -2.3% | 88.1%[activator] | -8.8%
49. OC(CN1CCCC1)Cn1ccc2ccccc21 (stereo unspecified)
    ? | -2.9 | 89.4 | -3.5 | 0.7% | ? | -2.8%
50. O=C(CCN1C(=O)/C(=C/c2ccccc2)SC1=S)Nc1cccnc1
    -5.9% | -2.9 | -24.2 | -8.9 | -1.3% | 8.0% | -25.2%
51. COc1ccc2nc(NC(=O)CSc3nnnn3C)sc2c1
    0.2% | 45.8* | 37.4 | 28.3* | 3.2% | 0.0% | -18.1%
52. CCOC(=O)c1nnn(-c2nonc2N)c1CS(=O)(=O)c1ccccc1
    2.2% | -18.5 | -37.2 | 0.7 | 0.5% | 0.0% | -20.7%
53. CC(C)(C)C1CCC(C(=O)Nc2ccc(N3CCOCC3)cc2N2CCOCC2)CC1 (stereo unspecified)
    . | . | -23.5 | . | -12.2% | -1.3% | 10.2%
54. CCC(C)(C)NC(=O)C(c1ccc(OC)cc1)N(C(=O)CCC(=O)Nc1cc(C)on1)c1cc(OC)ccc1OC (stereo unspecified)
    -8.5% | 7.5 | -1.4 | -3.1 | -12.5% | 17.9% | 116.1%[activator]

2 records drawn at random from the list so far, as already listed:
Below each SMILES: FBPA Giardia inh | Shiga toxin inh | HCMV inh | Cycloheximide cs | AmpC inh detg | AMA1-RON2 inh | AmpC inh no detg
7. CC(C)C(C)NC(=O)COC(=O)C1CCN(S(=O)(=O)c2ccc3c(c2)OCCO3)CC1 (stereo unspecified)
    . | . | -12.3 | . | ? | 5.9% | 28.1%
21. CNC(=O)c1ccccc1NC(=O)c1ccc(C)c(S(=O)(=O)N2CCCCC2)c1
    0.6% | -4.0 | 2.5 | -3.1 | -15.0% | 4.5% | 2.7%

Screening data deposited in PubChem BioAssay by National Center for Advancing Translational Sciences (NCATS).

No enrichment for hits, and some 16% of all compounds hit somewhere here.
